Assay outcomes deposited in PubChem BioAssay by National Center for Advancing Translational Sciences (NCATS).
Akt phos inh – HTS Assay for Inhibitors of Akt Phophorylation: Primary Screen; Neuro2A IGF-stimulated pAkt S473 HTRF, 20 min; stronger effect = lower value; activity change, % for hits at 50 µM; 360,000 compounds, 0.32% hits; AID 651550, 2012; in the data active means activity change below about -80%; inconclusive means mostly about -51% to -80%; further: on the % scale 0 is the no-effect control and ±100 the full control effect
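Neuro2A cells (4,500/well, DMEM with 0.5% FBS) were treated with compound at a single 50 µM final concentration, stimulated with 6 nM IGF for 20 min at 37 °C, and lysed. Phospho-Akt Ser473 was read by HTRF as 665/615 ratio ×10^4.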
A549 viability – Nrf2 qHTS screen for inhibitors: counterscreen for cytotoxicity; A549 ARE-Fluc cells, CellTiter-Fluor viability, 18-24 h; Potency, µM (highest dose often 46 µM), for inactives: at the highest dose activity change, negative = cytotoxicity, actives largely listed as inhibitors; 390,000 compounds, 0.16% hits; AID 504648, 2011; further: potency means the concentration at half of the fitted maximal effect; on the % scale 0 is the no-effect control and ±100 the full control effect
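A549 ARE_Fluc cells in 5% FBS OPTI-MEM were exposed to compounds in concentration-response for 18-24 h at 37 deg C. Viability was read by CellTiter-Fluor fluorescence (Ex 405/Em 525) after 30 min, before the luciferase read.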
Mm-Cpn inhibitor – Inhibitors of TCP-1 ring complex (TRiC) of Methanococcus maripaludis (MmCpn): qHTS; AID 504842, 2011; purified Mm-Cpn ATPase, ADP Transcreener TR-FRET; 330,000 compounds, 0.031% hits; Potency, µM (titrated, usually from 76.9 µM), inactives show at the highest dose activity, negative = inhibition, usual class: inhibitors; further: potency means the concentration at half of the fitted maximal effect; on the % scale 0 is the no-effect control and ±100 the full control effect; nearly all actives have a fitted effect of over 80% in size
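25 nM Mm-CPN + cpd, 10 min 37°C; + 10 uM ATP, 30 min 37°C; buffer 30 mM Tris pH 7.4, 100 mM KCl, 5 mM MgCl2, 1 mM DTT; Transcreener ADP HTRF detection 30 min RT.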
EPAC2 agonist – qHTS for Agonist of cAMP-regulated guanine nucleotide exchange factor 4 (EPAC2): primary screen; 360,000 compounds, 0.079% hits; Potency, µM (series often up to 154 µM), without a hit: top-dose activation, most hits filed as activators; EPAC2 activation, biochemical qHTS; response scale: 100% = 6.5 mM cAMP response; Rap guanine nucleotide exchange factor 4 (Homo sapiens), Q8WZA2; further: potency means the concentration at half of the fitted maximal effect; nearly all actives have a fitted effect of over 50% in size
Target sequence (Q8WZA2 whole entry, looked up): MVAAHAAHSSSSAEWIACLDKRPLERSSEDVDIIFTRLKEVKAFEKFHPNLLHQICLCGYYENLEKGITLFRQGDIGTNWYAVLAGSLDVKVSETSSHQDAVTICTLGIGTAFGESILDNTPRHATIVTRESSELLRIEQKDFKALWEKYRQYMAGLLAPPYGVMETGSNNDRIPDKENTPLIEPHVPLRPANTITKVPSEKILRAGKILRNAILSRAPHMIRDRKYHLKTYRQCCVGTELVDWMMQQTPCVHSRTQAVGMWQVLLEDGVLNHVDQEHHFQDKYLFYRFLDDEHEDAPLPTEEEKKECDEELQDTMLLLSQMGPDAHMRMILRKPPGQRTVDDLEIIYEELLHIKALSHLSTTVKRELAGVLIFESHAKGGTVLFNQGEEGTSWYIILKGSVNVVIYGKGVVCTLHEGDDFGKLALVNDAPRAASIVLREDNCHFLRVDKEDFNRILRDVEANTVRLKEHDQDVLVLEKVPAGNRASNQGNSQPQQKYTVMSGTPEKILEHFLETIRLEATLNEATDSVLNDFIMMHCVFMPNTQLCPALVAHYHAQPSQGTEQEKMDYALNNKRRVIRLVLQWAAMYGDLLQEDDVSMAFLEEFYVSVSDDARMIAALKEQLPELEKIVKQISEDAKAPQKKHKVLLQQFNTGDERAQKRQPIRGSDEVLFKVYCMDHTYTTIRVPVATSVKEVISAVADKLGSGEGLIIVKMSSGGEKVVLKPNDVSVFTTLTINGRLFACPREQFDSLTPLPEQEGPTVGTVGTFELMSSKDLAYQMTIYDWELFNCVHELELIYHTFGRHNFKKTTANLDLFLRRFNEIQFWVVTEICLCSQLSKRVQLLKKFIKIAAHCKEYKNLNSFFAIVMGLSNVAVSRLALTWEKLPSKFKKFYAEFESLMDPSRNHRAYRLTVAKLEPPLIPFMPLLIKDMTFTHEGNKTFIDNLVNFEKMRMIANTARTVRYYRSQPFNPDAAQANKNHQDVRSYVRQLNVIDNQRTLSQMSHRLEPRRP
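Guanine nucleotide exchange by EPAC2 is measured as reduced fluorescence of BODIPY-GDP once it is released from 250 nM Rap1B. Plates are read kinetically for 30 min at room temperature; results are scaled to 6.5 mM cAMP.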
TGFb inhibitor – qHTS for Inhibitors of TGF-b; HepG2 CAGA-GFP TGF-b/SMAD3 reporter, GFP fluorescence, 18 h; TGF-beta stimulated, 500 pg/mL final; Potency, µM (series often up to 46.1 µM), without a hit: at the highest dose activity, negative = inhibition, usual class: inhibitors; 410,000 compounds, 1.2% hits; further: potency means the concentration at half of the fitted maximal effect; on the % scale 0 is the no-effect control and ±100 the full control effect; nearly all actives have a fitted effect of over 65% in size
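Read-out: total well GFP (ex488/em500-530) summed from mean per-cell fluorescence. Cells: HEPG2 CAGA-GFP, 1% FBS DMEM, 18 h at 37 degrees C with 500 pg/mL final TGF-beta. Unstimulated wells served as the full-inhibition control; stimulated DMSO wells = 0%.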
Nrf2 activator – qHTS of Nrf2 Activators | AREc32 ARE-luciferase reporter (MCF7-derived line), luminescence, 24 h | AID 624171, 2012 | Potency, µM (series often up to 46.1 µM), without a hit: at the highest dose activation, most hits filed as activators | 410,000 compounds, 0.31% hits; further: potency means the concentration at half of the fitted maximal effect; % of control where 0% means no effect; nearly all actives have a fitted effect of over 65% in size
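For detection, Steady-Glo was added and plates sat 30 min at RT; before that, AREc32_Fluc cells grown overnight in OPTI-MEM/5% FBS had been treated with 23 nL compound for 24 hr at 37 deg C.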
EPAC2 antag – qHTS for Antagonist of cAMP-regulated guanine nucleotide exchange factor 2 (EPAC2): primary screen; EPAC2 GEF exchange of Rap1B-BODIPY-GDP, fluorescence; Rap guanine nucleotide exchange factor 4 (Homo sapiens), Q8WZA2; 360,000 compounds, 0.18% hits; Potency, µM (series often up to 114 µM), for the others: at the top dose activity, negative = inhibition, actives largely listed as inhibitors; further: potency means the concentration at half of the fitted maximal effect; on the % scale 0 is the no-effect control and ±100 the full control effect; nearly all actives have a fitted effect of over 45% in size; many of its hits are not listed in these tables
Nrf2 block – Nrf2 qHTS screen for inhibitors; A549 ARE-Fluc reporter, luciferase luminescence, 18-24 h; Potency, µM (titrated, usually from 46 µM), without a hit: at the highest dose activity change, negative = inhibition, hits mostly inhibitors; 360,000 compounds, 2.1% hits; AID 504444, 2011; further: potency means the concentration at half of the fitted maximal effect; on the % scale 0 is the no-effect control and ±100 the full control effect; nearly all actives have a fitted effect of over 60% in size
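Reporter: ARE-Fluc in A549. Exposure: 18-24 h, 37 °C, 5% CO2, 5% FBS OPTI-MEM. Readouts: fluorescent cytotoxicity (CellTiter-Fluor), then luminescent Nrf2 signal after BugLite.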
CCT modulator – High-Throughput Screening for Modulators of Cytosolic Chaperonin Activity. purified chaperonin ATPase assay, HTRF ADP detection, 30 min. 360,000 compounds, 0.3% hits. activity change, % (test concentration not listed), hits read low. AID 651819, 2012; in the data active means activity change below about -30%; further: on the % scale 0 is the no-effect control and ±100 the full control effect
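TRiC at 40 or 20 nM final (batch-dependent) in 30 mM Tris pH 7.4, 100 mM KCl, 5 mM MgCl2, 1 mM DTT, with compound at single 76 uM and 10 uM ATP, 30 min at 37 deg C. ADP detected by HTRF Transcreener, 665/615 ratio.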
Numbers without * were called inactive; i = inactive; ? = inconclusive; . = no result given. Unless noted, the call rests on the fitted dose curve; in most records, active means well fitted curve in the direction sought with a large enough effect; inconclusive means small, poorly fitted or top-dose-only effect, or another doubt; inactive means no such curve, though single readings can be large; an effect the other way counts as inactive or inconclusive. This is a subset; count on the stated rates, not on these rows.

SMILES	Akt phos inh	A549 viability	Mm-Cpn inhibitor	EPAC2 agonist	TGFb inhibitor	Nrf2 activator	EPAC2 antag	Nrf2 block	CCT modulator
Cc1cc(C)c(S(=O)(=O)N2CCN(C(=O)C(C)Cn3cncn3)CC2)c(C)c1 (configuration not stated)	i	-4%	-1%	0%	8%	-0.8%	-1%	?	-0.7
CC(O)CO (configuration not stated)	.	1%	0%	14%	10%	-0.1%	-9%	7%	-2.6
COc1ccc(C(CC(=O)O)N2C(=O)CCC2=O)cc1 (configuration not stated)	i	2%	-1%	9%	0%	-1.1%	9%	5%	2.1
Cc1ccc(-c2noc(CNC(=O)COc3cc(C)c(Br)c(C)c3)n2)cc1	.	2%	.	.	?	-0.9%	.	-1%	.
CCc1ccc(C2CC(=O)c3c([nH]c(C(=O)OCC4CCCCC4)c3C)C2)cc1 (configuration not stated)	.	1%	.	.	10%	-1.0%	.	0%	.
Cc1cccc2sc(NC(=O)C3CSC4(C)CCC(=O)N34)nc12 (configuration not stated)	i	0%	-13%	-4%	-29%	?	2%	-25%	1.2
O=C1COc2ccccc2C(c2nc3ccccc3[nH]2)N1C1CC1 (configuration not stated)	i	.	.	11%	.	-0.7%	4%	.	-3.2
Cc1cc(NC(=O)c2ccc(S(=O)(=O)N3CCOCC3)cc2)no1	i	-1%	2%	16%	23%	0.0%	2%	2%	-1.8
COc1cc(-c2cc(N)n(S(=O)(=O)c3ccccc3)n2)cc(OC)c1OC	i	0%	-2%	10%	-2%	16%	-10%	?	-0.2
CC(Oc1cccc2ccccc12)C(=O)N/N=C/c1cccnc1 (configuration not stated)	i	4%	1%	1%	0%	0.1%	5%	1%	2.4
Cc1cccc(C(O)(C(=O)NNc2ccc3ccccc3n2)c2cccc(C)c2)c1	i	-4%	-5%	-14%	-39%	-0.2%	2%	2%	1.5
CCOc1cc2[nH]c(=O)n(CCCN3CCCC3=O)c(=O)c2cc1OCC	i	-3%	-2%	-6%	6%	-0.9%	5%	20%	0.9
COc1cc2[nH]c(=S)nc(NC3CCCCCC3)c2cc1OC	i	2%	-2%	11%	?	8.7%	-9%	1%	-0.9
O=C(Cn1ncc2c(=O)oc3ccccc3c21)N1CCCc2ccccc21	i	1%	0%	9%	2%	-0.1%	-5%	4%	-3.5
Cc1cc(C)c(S(=O)(=O)N2CCOCC2)cc1C	i	-1%	0%	3%	-15%	-0.9%	-1%	-12%	-1.3
Cn1c(N)c(C(=O)COC(=O)c2ccccc2NCc2ccco2)c(=O)n(C)c1=O	i	2%	-3%	-2%	12%	0.4%	0%	27%	-0.7
CC(C)C(C(=O)Nc1ccc2c(c1)OCCO2)N1C(=O)c2ccccc2C1=O (configuration not stated)	i	10%	1%	5%	25%	-0.6%	-5%	10%	-1.9
CCN(CC)Cc1c(C(=O)N/N=C/c2ccc(C)o2)nnn1-c1nonc1N	i	1%	1%	6%	-11%	0.5%	4%	5%	1.4
O=C(CN1CCN(Cc2ccc(F)cc2)C1=O)NC1CCCC1	i	13%	-3%	6%	5%	-0.5%	5%	11%	-6.6
CC(=O)c1c(COC(=O)c2ccc(Cl)cc2)nc2ccccc2[n+]1[O-]	i	3%	0%	-1%	0%	4.3%	-20%	13%	-3.7

Structures above that have an aryl methoxy group:
SMILES	Akt phos inh	A549 viability	Mm-Cpn inhibitor	EPAC2 agonist	TGFb inhibitor	Nrf2 activator	EPAC2 antag	Nrf2 block	CCT modulator
COc1ccc(C(CC(=O)O)N2C(=O)CCC2=O)cc1 (configuration not stated)	i	2%	-1%	9%	0%	-1.1%	9%	5%	2.1
COc1cc(-c2cc(N)n(S(=O)(=O)c3ccccc3)n2)cc(OC)c1OC	i	0%	-2%	10%	-2%	16%	-10%	?	-0.2
COc1cc2[nH]c(=S)nc(NC3CCCCCC3)c2cc1OC	i	2%	-2%	11%	?	8.7%	-9%	1%	-0.9

New compounds follow.
SMILES	Akt phos inh	A549 viability	Mm-Cpn inhibitor	EPAC2 agonist	TGFb inhibitor	Nrf2 activator	EPAC2 antag	Nrf2 block	CCT modulator
CCC(=O)N=c1n(C)c2ccccc2n1CCOc1ccccc1	i	-2%	0%	0%	-9%	0.2%	14%	1%	-1.7
COc1cccc(OCC(O)CN2CCC(CN3C(=O)c4cccc5cccc(c45)C3=O)CC2)c1 (configuration not stated)	i	?	-7%	5%	?	16%	-1%	20%	-21
O=C(c1ccc(F)cc1F)N1CCC(c2noc(-c3ccc(S(=O)(=O)N4CCCC4)cc3)n2)CC1	.	0%	.	.	2%	-0.9%	.	-14%	.
CCc1nn2c(=O)cc(COC(=O)C(CC)c3ccccc3)nc2s1 (configuration not stated)	.	1%	.	.	-13%	-0.4%	.	?	.
CN(C)S(=O)(=O)c1ccc(NC(=S)NC(=O)c2cccs2)cc1	i	-5%	1%	9%	-1%	5.8%	5%	?	-2.4
Cc1c(C(=O)Nc2nccs2)oc2ccc(F)cc12	i	2%	-8%	2%	-13%	9.1%	2%	?	0.7
Cc1ccccc1NC(=O)N1CCCC1C(=O)NCc1ccccc1 (configuration not stated)	i	2%	1%	12%	3%	-0.1%	10%	5%	0.9
N/C(=N\c1nc(CSc2nc3ccccc3s2)cc(=O)[nH]1)Nc1ccc(F)cc1	i	-5%	-2%	-1%	-22%	2.8%	2%	-12%	-0.2
CCOc1ccc(N(C)S(=O)(=O)c2ccc(C)c(C(=O)NCCc3ccc(OC)cc3)c2)cc1	i	-1%	-1%	11%	0%	1.9%	-3%	?	-7.7
CC(=O)Nc1ccccc1-c1nc2ccccc2n(CC(=O)c2ccc(C)c(C)c2)c1=O	.	6%	.	.	22%	0.0%	.	16%	.
CN(CCNC(=O)Cn1c(=O)sc2ccccc21)Cc1ccccc1	i	7%	-1%	6%	?	0.0%	-8%	-11%	2.4
OC[C@@H]1[C@@H](c2ccc(F)cc2)C(c2cccc(Cl)c2)=NN1c1ccccc1	i	?	-12%	11%	?	-0.1%	?	0%	0.6
Cc1ccccc1NC(=O)CSc1cn[nH]n1	i	-1%	0%	-2%	12%	-0.5%	-3%	1%	0.4
CCOc1ccc(N(Cc2cc3ccc(C)cc3[nH]c2=O)S(C)(=O)=O)cc1	i	-1%	-1%	-5%	-2%	-0.6%	11%	-15%	1.2
O=C(c1ccc2c(c1)N(Cc1ccc(F)cc1)CCS2)N1CCN(c2ccccc2)CC1	.	?	.	.	?	0.6%	.	21µM*	.
CC(C)CN1C(=O)C(=O)N(CC(=O)c2ccc3c(c2)CCCC3)C1=O	i	-2%	-1%	-1%	4%	-0.3%	-6%	-7%	0.0
Cc1ccc(CN(C(=O)COc2cccc([N+](=O)[O-])c2)c2ccccn2)cc1	.	6%	.	.	-14%	5.0%	.	-2%	.
O=C(Nc1cccc(-c2nc3cccnc3s2)c1)c1cccnc1Cl	i	-3%	0%	11%	-8%	4.0%	2%	7%	0.9
CCc1ccc(NC(=O)c2ccc3c(c2)C(=O)N(CCOC)C3Nc2ccc(CC)cc2)cc1 (configuration not stated)	i	-17%	1%	-7%	2%	3.2%	-5%	-6%	0.1
CCN1CCN(CCCNC(=O)C2CCCN(c3nnc(-n4cccc4)s3)C2)CC1 (configuration not stated)	.	-1%	-1%	?	-4%	-0.3%	0%	?	2.4

Some of the entries above, set out differently:
molecule,Akt phos inh,A549 viability,Mm-Cpn inhibitor,EPAC2 agonist,TGFb inhibitor,Nrf2 activator,EPAC2 antag,Nrf2 block,CCT modulator
CN(C)S(=O)(=O)c1ccc(NC(=S)NC(=O)c2cccs2)cc1,i,-5%,1%,9%,-1%,5.8%,5%,?,-2.4
O=C(CN1CCN(Cc2ccc(F)cc2)C1=O)NC1CCCC1,i,13%,-3%,6%,5%,-0.5%,5%,11%,-6.6
CCc1ccc(C2CC(=O)c3c([nH]c(C(=O)OCC4CCCCC4)c3C)C2)cc1 (configuration not stated),.,1%,.,.,10%,-1.0%,.,0%,.

Later entries.
SMILES	Akt phos inh	A549 viability	Mm-Cpn inhibitor	EPAC2 agonist	TGFb inhibitor	Nrf2 activator	EPAC2 antag	Nrf2 block	CCT modulator
CCOC(=O)c1c(C)[nH]c(C)c1S(=O)(=O)NCC(=O)N(C)c1ccc(C)c(C)c1	.	13%	.	.	-2%	0.2%	.	?	.
Nc1ncnc2nc(-c3ccccc3)[nH]c12	i	.	.	3%	-14%	-0.7%	2%	.	0.0
COCCNc1cc(NCCOC)c([N+](=O)[O-])cc1[N+](=O)[O-]	i	-20%	3%	2%	-1%	27%	9%	18%	1.2
COc1ccc2[nH]c(C)c(CCNC(=S)Nc3ccc(F)cc3)c2c1	i	-10%	-1%	4%	?	-0.9%	-2%	?	-0.4
Cc1ccc(-n2c(SCC(=O)Nc3ccc(Cl)cc3)nc(O)cc2=O)cc1	i	1%	-7%	-2%	0%	-0.3%	0%	4%	1.2
Cc1nc2ccccc2cc1C(=O)N/N=C/c1ccco1	i	1%	0%	6%	-5%	?	-6%	-5%	-0.3
